b-catenin transl: beta-catenin nuclear translocation modulation | AID 1665 | nuclear translocation activity, % at 5 µM | hit rate 0.3% among 190,000 | HeLa beta-catenin nuclear translocation, immunofluorescence imaging;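 active = nuclear translocation activity above 50% at 5 µM, with a well cell count of 50 or more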;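 also: per-cell ratio of nuclear to cytoplasmic median beta-catenin stain intensity; plate controls were DMSO negative control for no effect and GSK-3 inhibitor IX positive control for full effect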
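Test system: HeLa cells, endogenous beta-catenin; Compound: single 5 µM dose plus 0.02–20 µM confirmation series; Times: compound exposure 24 h at 37°C; Signal: fluorescence imaging of beta-catenin antibody stain plus DAPI; Read-out: % activation, nuclear-to-cytoplasmic median beta-catenin signal ratio per cell.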
MT stabilizer: microtubule stabilization, imaging screen; HeLa tubulin immunostaining HCS, 24 h; share of cells brighter than vehicle mean+2SD; hit rate 0.83% among 200,000; % tubulin-high responders, % at 10 µM; AID 2205;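 active = plate Z-score above 3 for both tubulin-high and condensed-nucleus cell shares, with cell loss under 80%, at 10 µM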;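 also: anti alpha tubulin signal scored within the nucleus-defined area of each cell; some results filed as inactive read as strong as hits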
Autophagy HCS: modulators of autophagy; MEF GFP-LC3 puncta imaging; test concentration mostly 10 µM; AID 463193; calls only at 10 µM (by protocol); hit rate 0.98% among 190,000;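 active = percentage of spot-positive cells more than 3 SD above its plate mean, without a fluorescence outlier flag or 80% toxicity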;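 also: spot-positive cell cutoff set from DMSO-treated cells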
Dynein cargo inh: dynein cargo transport inhibition | 3617.4 mouse cells, GR-EGFP nuclear translocation imaging; test concentration mostly 20 µM; stimulated with dexamethasone, 1 µM; stronger effect = lower value | z-score, hits read low | hit rate 0.47% among 220,000;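 active = plate z-score of nuclear minus cytoplasmic receptor signal below a set negative limit, without overly bright fluorescence or cell loss, cut at about -3.5 in these data, passing the limit was not always enough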;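 also: z-score of nuclear minus cytoplasmic ring GR-EGFP intensity difference per well; some compounds called inactive have numbers as strong as hits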
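Buffer or medium: tetracycline-free induction medium containing charcoal-stripped FBS / Reagent: dexamethasone agonist, 1.0 µM final, for 30 min / Technique: automated 10x imaging of fixed Hoechst-stained cells / Times: induction 48 h, compound 1 h, agonist 30 min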
P. falciparum M17LAP: P. falciparum M17LAP inhibitors, primary screen, biochemical, fluorogenic H-Leu-NHMec substrate, 1536-well (AID 1619). recombinant M17LAP, H-Leu-NHMec fluorogenic kinetic assay; higher % means a stronger effect. inhibition, % at 30 µM; hits with a dose series show IC50 in µM. hit rate 0.38% among 220,000;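 active = compound inhibiting the enzyme by more than half at any dose during confirmatory dose-response retesting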;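 also: plate controls were full reaction with DMSO carrier for no effect and no enzyme background for full effect; strong numbers were not always called active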
M1AAP inhibition: P. falciparum M1AAP inhibitors, biochemical, fluorogenic H-Leu-NHMec substrate, 1536-well (AID 1445); recombinant M1AAP, H-Leu-NHMec fluorogenic kinetic assay; higher % means a stronger effect; inhibition, % at 30 µM; hits with a dose series show IC50 in µM; hit rate 0.42% among 220,000;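 active = primary inhibition above the hit cutoff, then over 50% inhibition at one or more dose response concentrations, cut at about 23% in these data, passing the limit was not always enough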;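 also: plate controls were DMSO full reaction for no effect and no enzyme background for full effect; strong numbers were not always called active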
Ins promoter up: MIN6 insulin promoter up-regulation. z-score at 5 µM. MIN6 insulin promoter-GFP reporter, high-content imaging; stronger effect = higher value. AID 1625. hit rate 0.3% among 190,000;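 active = z-score above 3 at 5 µM with at least 500 cells counted in the well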
CSM14.1 death rescue: protection against thapsigargin-triggered cell killing – 384-well, CSM14.1, ATP luminescence, primary screen (AID 1222); CSM14.1 thapsigargin-induced death rescue, ATP luminescence; higher % means a stronger effect; cellular ATP content (survival), % at 20 µM, or EC50 in µM where a hit was titrated; 190,000 tested, under 10 active;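 active = EC50 below 50 µM in the dose-response confirmation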;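 also: death triggered by thapsigargin at about 15 µM added after 2 h compound pretreatment; cell ATP read after overnight thapsigargin exposure of roughly 18 to 22 hours; normalized against plate controls of thapsigargin alone and 5% DMSO vehicle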
K1F lysis inhibition: protection from phage-mediated lysis, alamar blue read-out – E. coli UTI89, K1F phage, bacterial capsule biogenesis inhibitors (AID 488966); E. coli UTI89 K1F phage lysis, alamar blue, 2 h; higher % means a stronger effect; one-dose inhibition, % at 100 µM; IC50 in µM for titrated hits; hit rate 0.02% among 340,000;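 active = phage lysis inhibition, versus mean bacterial control, above a set limit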;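 also: capsule biogenesis inhibitors block K1F phage lysis so surviving cells raise fluorescence; higher fluorescence means more inhibition of phage lysis; actives were called in the ten point dose series up to 300 µM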
Dynein cargo inh cytoplasmic EGFP: recorded beside Dynein cargo inh, whose call it bears; z-score; measured here: cytoplasmic GR-EGFP intensity; stronger effect = higher value
Dynein cargo inh nuclear GR-EGFP: also measured in Dynein cargo inh; calls as there; z-score; measured here: nuclear GR-EGFP intensity;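 lower value marks the stronger effect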
Dynein cargo inh cell count: second read-out of Dynein cargo inh, no call of its own (marks repeat the call); z-score; measured here: cell count per field
Ins promoter up cell count: further read-out of Ins promoter up, marked with its call; cell count; measured here: cytotoxicity, nuclei count;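 total cells summed across four imaged fields per well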
b-catenin transl cell count 5 µM: second read-out of b-catenin transl, no call of its own (marks repeat the call); cell count; measured here: cell count, cytotoxicity flag
MT stabilizer Hoechst-high %: second read-out of MT stabilizer, no call of its own (marks repeat the call); % Hoechst-high responders; measured here: nuclear condensation Hoechst responders;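 share of cells brighter than vehicle mean plus two SD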
MT stabilizer cytotoxicity %: second read-out of MT stabilizer, no call of its own (marks repeat the call); toxicity, %; measured here: cytotoxicity by cell density;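 0% = mean cell density of plate MIN control wells and 100% = no cells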
Autophagy HCS cell loss 18 h: second read-out of Autophagy HCS, no call of its own (marks repeat the call); toxicity, %; measured here: cell loss, nuclei count;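 cell loss after 18 h compound exposure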
An asterisk follows results filed as active; i = inactive; . = not tested or not shown; [ ] = remark or other dose. This is a random part of the collection; overall some 2.9% were active at least once.

SMILES	b-catenin transl	b-catenin transl cell count 5 µM	MT stabilizer	MT stabilizer Hoechst-high %	MT stabilizer cytotoxicity %	Autophagy HCS	Autophagy HCS cell loss 18 h	Dynein cargo inh	Dynein cargo inh cytoplasmic EGFP	Dynein cargo inh nuclear GR-EGFP	Dynein cargo inh cell count	P. falciparum M17LAP	M1AAP inhibition	Ins promoter up	Ins promoter up cell count	CSM14.1 death rescue	K1F lysis inhibition
CC(=O)Nc1ccc(NC(=O)C(Cc2ccccc2)NC(=O)C2CCCCC2)cc1 (stereo unspecified)	-3.8	1120	4.1	2.7	1.5	i	-55	-0.49	-0.3	0.32	0.69	-17%	1%	0.42	1455	-2.7%	-0.1%
c1ccc(C(c2ccccc2)c2noc(CN3CCC(c4ccncc4)CC3)n2)cc1	-3.0	1051	3.0	3.0	2.1	i	23	1.5	-0.1	1.2	-1.5	-4%	-9%	-0.11	1387	7.3%	0.1%
CCOc1ccc(-c2nc3ccccc3c(=O)o2)cc1	0.3	1027	4.2	1.9	6.2	i	14	0.18	-0.35	-0.52	1	-2%	11%	-0.97	1439	-2.4%	-0.1%
COC(=O)Cc1csc(/N=C/c2c(O)n(-c3cccc(C(F)(F)F)c3)c(=O)c3ccccc23)n1	0.6	478	3.5	1.9	0.5	i	26	1.8	0.1	1.5	-0.65	-10%	3%	0.02	1127	-1.3%	0.1%
O=C(CN1CCCC1=O)NC1C2CC3CC(C2)CC1C3 (stereo unspecified)	-1.8	1020	1.6	1.5	7.2	i	-9	-0.17	0.2	0.11	0.66	-6%	-3%	-0.03	1433	2.0%	0.0%
CCCCSc1nc2c(c(=O)[nH]1)CCC2	-4.5	735	4.8	3.1	7.8	i	-1	-0.44	-0.23	-0.014	0.64	-2%	-9%	2.9	1293	-0.9%	0.1%
CCCC(=O)O[C@]1(C(=O)CO)CC[C@H]2[C@@H]3CCC4=CC(=O)CC[C@]4(C)[C@H]3[C@@H](O)C[C@@]21C	-7.4	437	1.4	1.5	9.2	i	-1	0.083	-0.29	0.23	0.87	10%	-2%	.	.	-2.8%	0.5%
CCNC(=O)c1c(C)[nH]c(C(=O)OCC)c1C	2.7	1211	4.5	1.5	5.1	i	17	0.24	-0.19	0.55	-0.071	-2%	4%	0.14	1187	-1.5%	-2.1%
Cc1ccc(CSCCNC(=O)CSCc2ccc([N+](=O)[O-])cc2)cc1	0.6	1107	1.6	1.5	7.3	i	9	-0.26	-0.23	-0.59	0.46	6%	5%	-0.18	1845	-2.1%	0.8%
Cc1cccc(C)c1NC(=O)CSc1nnc(CCCCCNC(=O)OC(C)(C)C)o1	-1.5	844	2.9	1.4	6.0	i	2	-0.4	-0.2	-0.19	0.29	-6%	4%	0.19	1163	-1.5%	0.1%
CCOc1ccc(CCNC(=O)c2oc3c(c2C)-c2[nH]ncc2CC3)cc1OCC	-0.8	1079	5.2	2.2	5.5	i	14	0.088	-0.19	0.25	-0.21	-2%	9%	.	.	.	0.2%
CCOC(=O)N1CCN(Cc2c(O)ccc3ccccc23)CC1	-3.9	1139	.	.	.	.	.	0.83	-0.21	0.35	-0.54	-1%	5%	0.35	1419	.	0.2%
CCCNC(=O)NC(=O)c1cnccc1C(F)(F)F	0.0	1248	.	.	.	.	.	-0.56	-0.19	-0.46	-0.17	2%	-1%	0.13	1362	.	0.6%
Cc1cc2oc(=O)cc(CN3CCN(S(=O)(=O)c4cccs4)CC3)c2cc1C	0.3	937	3.6	3.0	5.6	i	-20	-0.59	-0.33	-0.77	0.31	-6%	13%	-0.07	1311	0.5%	1.5%
COc1ccc(N=Cc2cc(Cc3ccccc3Cl)cc([N+](=O)[O-])c2O)cc1OC	0.1	1071	1.8	2.4	6.3	i	-7	-0.74	-0.23	-0.65	0.57	31%	10%	0.04	1214	-0.2%	0.0%
CC(OC(=O)c1ccc(-c2ccc([N+](=O)[O-])cc2)o1)C(=O)NC(N)=O (stereo unspecified)	0.8	1343	.	.	.	.	.	1.8	-0.13	1.5	-1.8	7%	6%	-0.09	923	.	1.1%
O=C(CN1CCOc2ccccc21)NC1CC1	.	.	0.7	4.9	13	i	1	2.4	-0.054	1.8	-1.4	.	.	.	.	.	5.0%
COc1ccc(-n2c(N)c(Br)c(=O)[nH]c2=O)cc1	0.6	997	1.9	1.7	7.1	i	0	0.38	-0.25	0.2	-0.22	-5%	0%	0.05	1251	-2.2%	0.2%
COc1cc2c(cc1OC)CN(C(=O)c1cccc([N+](=O)[O-])c1)CC2	-1.5	1301	.	.	.	.	.	-0.44	-0.22	0.37	-0.16	-1%	6%	-0.31	991	.	0.7%
COc1ccc(NC(=S)N2CCC(c3nc4ccc(Cl)cc4[nH]3)CC2)c(OC)c1	-1.0	1395	3.0	2.2	12	i	-10	-0.69	-0.14	0.15	-0.55	4%	5%	2.5	1437	-1.1%	0.1%
Cc1ccc(-c2csc3nc(=O)c(C)nn23)cc1	-3.0	1096	.	.	.	.	.	.	.	.	.	.	.	-0.15	1354	-1.4%	0.7%[50 µM]
O=C1NC(=O)/C(=C\c2cn(Cc3ccccc3F)c3ccccc23)N1	0.3	1154	2.1	1.7	7.6	i	2	1	-0.31	0.53	0.058	12%	9%	0.08	1165	2.5%	0.0%
CCCc1nnc(SCC(=O)N2CCCCC2)n1CCCOC	0.7	1429	2.8	1.6	2.7	i	-1	-1.2	-0.23	-1.1	0.89	-5%	4%	-0.6	1382	1.1%	0.3%
O=C1N(O)C2(C=CCCC2)/C(=N\O)C12CCCCC2 (stereo unspecified)	-3.6	1001	3.5	2.5	11	i	-9	-1.1	0.24	-0.68	1.3	-2%	12%	-0.3	1257	2.2%	2.2%
O=C(NCc1cccnc1)NC1(C(F)(F)F)Oc2ccc(Cl)cc2O1 (stereo unspecified)	-0.5	1041	7.1	3.5	2.3	i	32	-1.7	-0.12	-1	0.36	53%	14%	-0.49	1496	1.7%	-0.8%
CCCCCCCCCCCCOC1OC(CO)C(O)C(O)C1NC(C)=O (stereo unspecified)	4.1	857	2.7	1.8	15	i	-1	-0.087	-0.27	-0.35	-0.34	-9%	1%	0.44	2396	-5.2%	0.4%
O=C(CN1N=C(c2ccccc2)CCC1=O)NCCCN1CCc2ccccc2C1	2.5	1135	1.3	3.2	11	i	-13	0.51	-0.23	0.28	0.49	-8%	-4%	-0.25	1546	-1.6%	1.2%
CC1CN(Cc2nc3c(c(=O)n(C)c(=O)n3C)n2CCCO)CC(C)O1 (stereo unspecified)	1.2	1130	2.6	4.4	8.4	i	0	-0.46	-0.1	-0.0011	0.37	11%	-2%	0.13	1143	0.4%	-0.2%
COC(=O)c1ccc(OC(=O)c2cccs2)cc1	-0.6	1042	1.6	2.3	4.8	i	-4	-0.25	-0.2	-0.22	0.057	-5%	4%	-0.26	1189	-0.8%	0.3%
Cc1ccc(NC(=O)CN(C)C2CCCCC2)cc1Br	-1.3	971	3.4	1.2	12	i	-2	0.99	0.017	0.81	-1.3	1%	3%	-0.54	1629	-1.8%	0.9%
Cc1ccc(-c2nc3c(=O)n(-c4ccccc4)c4c(c(=O)n(C)c(=O)n4C)c3o2)cc1	4.0	998	.	.	.	.	.	1.1	-0.26	0.57	0.048	5%	0%	0.08	1429	.	.
CCN(CC)Cc1cc(C(C)=O)ccc1O	.	.	3.8	2.6	8.2	i	0	-0.21	-0.28	-0.12	2.5	9%	1%	-0.57	959	0.0%	0.1%
O=S1(=O)CCC(NC(=S)N2CCCCCC2)C1 (stereo unspecified)	0.1	1018	3.1	2.4	5.0	i	-8	-0.26	-0.19	-0.29	-0.51	9%	11%	-0.31	1322	-3.0%	1.8%
COc1cccc(CN2CCNC(=O)C2CC(=O)NCCc2ccccn2)c1 (stereo unspecified)	-1.5	999	2.6	2.0	0.5	i	-39	-0.61	-0.19	-0.2	0.71	0%	0%	0.31	1548	0.7%	-0.2%
CCOC(=O)N1CCC(Nc2c(N3CCN(c4cc(Cl)ccc4C)CC3)c(=O)c2=O)CC1	.	.	4.5	2.6	5.0	i	0	0.43	-0.24	0.47	0.095	-4%	0%	-0.93	923	-2.1%	-0.2%
O=c1[nH][nH]c(-c2ccccc2O)c1C(C[N+](=O)[O-])c1ccc(Cl)cc1Cl (stereo unspecified)	1.8	462	1.5	2.2	8.3	i	10	1.2	-0.27	0.24	-0.95	2%	-7%	-0.86	1193	0.4%	0.7%[50 µM]
COc1ccc(C(=O)N(c2ccccn2)C2CCCCC2)c(OC)c1	-0.8	1107	7.6	2.8	6.9	i	1	1.1	-0.35	0.8	0.22	-1%	-4%	0.64	1190	.	0.1%

Screening data: PubChem BioAssay, several laboratories
